# mIAP activ = increases mouse intestinal alkaline phosphatase activity | activation factor at 10 µM | hit rate 0.24% among 330,000 | AID 2805 | muIAP, CDP-Star luminescence, 30 min; stronger effect = higher value; 1 = vehicle-only enzyme signal, 0 = enzyme-free wells;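 active = activation factor of at least 2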; note: the source names both 10 and 20 µM as test concentration; values of inactives mirror those of a sister screen read the other way
#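 Assay system: mouse IAP enzyme / Compound: DMSO-dissolved test compounds / Timing: 30 min, room temperature / Measured by: luminescence from enzymatic CDP-Star hydrolysis / Control set: DMSO-only wells, enzyme-free buffer wells as negative control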
# tim10-1 inh = growth inhibitors of tim10-1 mutant yeast | AID 463190 | inhibition, % at 20 µM | S. cerevisiae tim10-1 ts strain growth, BacTiter-Glo, 24 h | hit rate 2.2% among 330,000;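 active = inhibition of at least 40%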;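 note: mutant grown at 25 °C; 0% = DMSO wells with yeast and 100% = wells holding no yeast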
# TIM10 inh = inhibits growth of TIM10 yeast strain. S. cerevisiae TIM10 strain growth, BacTiter-Glo luminescence, 24 h. inhibition, % at 10 µM. hit rate 1.4% among 330,000. AID 463195;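 active = inhibition of 40% or more at the single tested concentration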;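 note: wild-type TIM10 isogenic control strain grown at permissive 25 °C; 0% = DMSO yeast wells and 100% = minimal medium wells without yeast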
# A3A deaminase = blocks human APOBEC3A ssDNA deamination. inhibition, % at 20 µM. P31941. hit rate 0.41% among 330,000. recombinant A3A, FAM/TAMRA ssDNA deamination fluorescence;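 active = at least 40% inhibition at 20 µM here, with at most 30% in a related deaminase screen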;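 note: plate controls were A3A with DMSO for no effect and wells lacking A3A enzyme for full effect; some results filed as inactive read as strong as hits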
# Target sequence (P31941 whole entry, looked up): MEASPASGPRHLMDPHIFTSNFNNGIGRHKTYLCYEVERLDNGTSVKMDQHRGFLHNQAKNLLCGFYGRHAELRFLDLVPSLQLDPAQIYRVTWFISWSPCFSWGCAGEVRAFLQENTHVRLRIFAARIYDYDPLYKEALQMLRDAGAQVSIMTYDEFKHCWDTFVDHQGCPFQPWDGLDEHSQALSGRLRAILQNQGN
# NALP3 yeast inh = blocks the NALP3 inflammasome reconstituted in yeast; inhibition, % at 10 µM; hit rate 0.39% among 330,000; Yeast reconstituted NLRP3/ASC/caspase-1, beta-gal luminescence, 24 h;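 active = inhibition of 50% or more; inactive = inhibition below 50%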;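 note: plate controls were induced DMSO wells for no effect and uninduced yeast grown without galactose for full effect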
# MIN6 prolif = inducers of beta-cell replication in MIN6 cells | MIN6 cells proliferation, ATPlite luminescence, 48 h; cells starved in 0.2% serum; 100% = growth in 10% serum | proliferation, % at 10 µM | hit rate 0.29% among 330,000 | AID 2380;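 active = compounds whose signal lies at least 3.5 SD above the mean of all wells on their plate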;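 note: 0% = DMSO-treated cells in low-serum medium and 100% = 10% serum control; some compounds called inactive have numbers as strong as hits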
# mIAP inh = blocks mouse intestinal alkaline phosphatase. purified mouse IAP, CDP-Star luminescence, 30 min. AID 2806. inhibition, % at 10 µM. hit rate 0.2% among 330,000;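 active = inhibition of at least 40% at 10 µM in the primary screen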;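 note: plate controls were DMSO with enzyme for no effect and no enzyme wells for full effect; values of inactives mirror those of a sister screen read the other way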
# APOBEC3G inh = inhibitors of human APOBEC3G DNA deaminase; hit rate 0.28% among 330,000; inhibition, % at 20 µM; recombinant A3G, ssDNA deamination FAM/TAMRA fluorescence; AID 493012; Q9HC16;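 active = inhibition of at least 40% at 20 µM, with no more than 30% in the related APOBEC3A deaminase screen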;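 note: plate controls were DMSO wells with A3G for no effect and wells lacking A3G enzyme for full effect; some compounds called inactive have numbers as strong as hits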
# Target sequence (Q9HC16 whole entry, looked up): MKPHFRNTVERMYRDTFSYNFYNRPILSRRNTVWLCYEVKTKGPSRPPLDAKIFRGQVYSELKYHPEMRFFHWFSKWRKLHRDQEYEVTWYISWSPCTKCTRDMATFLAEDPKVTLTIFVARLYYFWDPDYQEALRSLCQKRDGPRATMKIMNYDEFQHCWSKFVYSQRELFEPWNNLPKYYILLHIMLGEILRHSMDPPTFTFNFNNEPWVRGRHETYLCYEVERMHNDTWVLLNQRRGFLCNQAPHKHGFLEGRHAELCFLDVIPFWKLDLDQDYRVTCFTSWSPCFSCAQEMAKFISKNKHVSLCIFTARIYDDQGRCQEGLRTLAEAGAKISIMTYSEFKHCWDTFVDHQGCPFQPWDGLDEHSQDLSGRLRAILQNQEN
# hIAP inh = human IAP inhibition; P09923; purified IAP, CDP-Star luminescence, 30 min; inhibition, % at 10 µM; hit rate 0.12% among 330,000; AID 2544;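 active = inhibition reaching a set limit with compound at 10 µM in the primary screen, cut at about 35% in these data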;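 note: plate controls were DMSO wells with enzyme for no effect and no-enzyme buffer wells for full effect; values of inactives mirror those of a sister screen read the other way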
# * = called active by the depositor.
SMILES,mIAP activ,tim10-1 inh,TIM10 inh,A3A deaminase,NALP3 yeast inh,MIN6 prolif,mIAP inh,APOBEC3G inh,hIAP inh
Cc1ccc2c(c1)C(=O)CCN2,1.08,18.7,14.1,-1.4,8.7,-2.2,-7.8,-6.7,2.9
CCC1=[N+]([O-])C(C)(/C(C)=N\O)N(O)C1(C)C (stereo not given),1.01,9.9,-19.1,-0.5,11.6,-1.4,-1.5,-5.7,-0.2
CC(=O)Nc1ccc(S(C)(=O)=O)c(C)c1,0.977,14.3,-22.9,-5.5,13.5,0.5,2.3,-8.0,5.6
Cc1cc(Cl)cc(Br)c1OCCCNCC(C)O (stereo not given),0.937,12.1,2.8,-2.4,-1.2,-3.1,6.3,-8.1,6.1
CCc1ccccc1NNC(=O)c1cc(C)on1,1.02,4.8,-1.5,-6.9,6.4,-2.7,-1.9,-3.6,2.5
CCc1cc(-c2n[nH]c(C)c2-c2nc3ccccc3s2)c(O)cc1OCC(=O)NN,1.15,31.0,13.5,-4.5,-8.0,-4.2,-14.6,-3.9,-129.7
Cc1c(O)ccc(C(=O)CN2CCN(c3ccc(F)cc3)CC2)c1O,0.872,0.3,-21.9,-0.9,28.3,-2.9,12.8,-1.5,-4.9
COc1ccccc1N(C(=O)c1ccco1)C(C(=O)NC1CCCC1)c1cccs1 (stereo not given),1.09,29.1,-6.4,1.3,23.9,0.0*,-8.6,-2.9,-4.0
O=Cc1cc(CCC(=O)O)ccc1O,1.06,-2.9,-8.9,5.5,16.1,1.3,-5.7,-2.2,2.5
CCC(CO)NC(=O)c1ccc(-c2nn(C)c(=O)c3ccccc23)cc1 (stereo not given),1.01,7.6,5.0,-1.9,-0.6,-3.5,-1.3,-1.8,2.3
CC(C)C[C@H]1CN=C(Nc2ccccc2)N1CCCCc1ccccc1,1.06,0.2,15.1,1.2,16.9,-8.7,-6.5,-10.1,4.7
CC(/C=C/c1ccco1)=N/NC(=O)Cc1cccs1,0.811,13.7,-4.8,6.1,6.7,-0.6,18.9,9.2,-10.1
Cc1ccc(SCC(=O)NC2CCS(=O)(=O)C2)cc1C (stereo not given),1.02,-6.7,-3.2,-4.8,16.0,3.0,-2.3,-9.5,4.2
Cc1nc2cc(C(=O)O)ccc2n1-c1ccc(F)cc1F,1.03,-7.1,-11.8,-0.2,6.4,-1.7,-3.5,4.9,5.7
CCOc1ccccc1N=Cc1c(O)n(C)c(=O)n(C)c1=O,0.941,14.6,19.8,-0.9,18.4,-3.2,5.9,-7.9,18.4
O=C(CNS(=O)(=O)c1ccc(F)cc1)Nc1ccccc1,0.989,-3.9,-3.0,-2.7,-0.7,2.0,1.1,-11.5,-30.7
CCc1ccc(NC(=O)c2sccc2-n2cccc2)cc1,0.991,34.5,10.7,-2.8,29.4,-3.7,0.9,-2.2,1.2
O=C(c1ccccc1)N1CCN(S(=O)(=O)c2cccs2)CC1,1.02,9.2,16.6,-1.6,2.8,-0.3,-1.8,-4.7,2.5
COCP(=O)(c1ccccc1)c1ccccc1,0.92,-16.2,-0.6,-0.7,-5.1,-1.9,8.0,-6.1,20.4
CC1=C(C(=O)Nc2ccccc2C(=O)N2CCCCC2)SCCO1,0.97,2.7,0.7,-0.5,16.6,-2.4,3.0,9.2,-8.7
O=C(NCc1nc2ccccc2[nH]1)c1ccc(Cl)c(S(=O)(=O)N2CCCC2)c1,0.901,1.4,-12.2,6.3,0.0,-4.5,9.9,-0.2,-1.4
O=c1c(-c2ccc(Br)cc2)[n+]([O-])c2ccccc2n1OCc1ccccc1,0.947,14.7,22.6,-3.1,-7.5,0.9,5.3,-9.6,-5.7
CCn1c(C)c(CCC(=O)O)c(=O)n2nc(-c3ccccc3OC)cc12,1.03,7.8,1.4,3.5,0.2,0.8,-2.9,1.3,17.7
CCS(=O)(=O)c1ccc(N=Nc2ccc(O)c3ncccc23)c(OC)c1,0.732,39.2,4.5,19.4,5.4,-5.2,26.8,8.8,17.5
COc1ccc(N2CCN(c3nc4c(C)cccn4c(=O)c3C=C(C#N)C#N)CC2)cc1,0.874,2.4,7.1,-3.8,4.9,-1.4,12.6,-2.7,21.0
CCOC(=O)COc1ccc(-c2nnc(-c3ccccc3)o2)cc1,0.988,18.5,13.6,-0.9,17.9,-3.9,1.2,-3.2,11.3
O=C(NNC(=O)c1sccc1-n1cccc1)c1cccc(Cl)c1,0.937,17.8,-1.5,4.1,-2.7,2.1,6.3,5.1,10.7
O=C(NN1CC(=O)N(c2cc(Cl)cc(Cl)c2)CC1=O)c1cccs1,0.943,6.2,-0.3,-1.3,0.0,-2.2,5.7,3.7,-7.6
O=C(Nc1ccc(Cl)cn1)c1ccccc1SCc1ccccc1,1.04,12.0,-4.2,-3.4,41.2,-2.9,-3.8,-2.8,-25.7
O=C(NNC(=O)C1CCC(C(=O)NNC(=O)c2cccs2)CC1)c1cccs1 (stereo not given),0.979,9.0,-3.4,-2.6,-2.4,-2.3,2.1,-4.8,8.4

# Results in A3A deaminase, mIAP inh and MIN6 prolif, for 3 of the compounds above:
canonical_smiles | A3A deaminase | mIAP inh | MIN6 prolif
O=C(NNC(=O)c1sccc1-n1cccc1)c1cccc(Cl)c1 | 4.1 | 6.3 | 2.1
O=C(NN1CC(=O)N(c2cc(Cl)cc(Cl)c2)CC1=O)c1cccs1 | -1.3 | 5.7 | -2.2
O=C(Nc1ccc(Cl)cn1)c1ccccc1SCc1ccccc1 | -3.4 | -3.8 | -2.9

# New compounds follow
SMILES,mIAP activ,tim10-1 inh,TIM10 inh,A3A deaminase,NALP3 yeast inh,MIN6 prolif,mIAP inh,APOBEC3G inh,hIAP inh
COc1cc(CC(=O)O)c(C(C)=O)cc1OC,1,0.8,-7.8,2.1,-13.3,2.7,-0.2,-3.4,-1.5
C#CCOCCOCCOCCNc1nc(N2CCN(C(=O)C([C@@H](C)O)n3cc([C@@H](N)CCCCN)nn3)CC2)nc(N2CCN(C(=O)C([C@@H](C)O)n3cc([C@@H](N)CCCCN)nn3)CC2)n1 (stereo not given in full),0.824,-2.7,-0.9,-0.9,23.4,-3.1,17.6,-5.2,4.3
CC1(C)CC2CC(C)(CN2S(=O)(=O)c2cccc(C(=O)O)c2)C1 (stereo not given),0.925,5.9,-2.3,-0.7,-4.0,-4.0,7.5,-5.8,-10.1
COCCNC(=O)c1nc2c(nnn2Cc2cc(C)ccc2C)c(=O)[nH]1,0.934,-0.1,5.2,-2.5,8.2,-4.4,6.6,-6.0,-29.5
O=[N+]([O-])c1cccc(/C=C/c2ccccn2)c1,0.948,16.4,13.2,-1.6,24.3,-1.6,5.2,-4.7,-3.3
COc1ccc(C2=NN(Cc3c(F)cccc3Cl)C(=O)CC2)cc1,0.956,-16.7,-33.9,-0.3,38.9,-1.8,4.4,-2.4,-0.1
COc1ccc2c(c1)c1ccccc1n2C,1.03,5.6,2.4,-2.5,-23.1,-2.9,-2.9,-3.6,5.3
COc1cc(CC(=O)Nc2ccc3nc(C)sc3c2)cc(OC)c1OC,1.12,8.1,-6.9,-2.7,2.7,2.0,-11.6,-8.4,-4.3
Cc1cccc(N2CCN(S(=O)(=O)c3c(C)noc3/C=C/N(C)C)CC2)c1C,0.871,39.2,22.7,-7.4,8.4,-7.9,12.9,-1.1,3.0
Nc1nnc(SCc2cccnc2)s1,0.997,-9.1,5.2,0.0,10.8,-2.1,0.3,-7.4,16.1
C[C@H](CO)N1C[C@H](C)[C@@H](CN(C)C(=O)Nc2ccc(C(F)(F)F)cc2)Oc2c(NC(=O)c3ccncc3)cccc2C1=O,1.05,8.3,0.3,1.0,9.7,-1.3,-5.0,-2.6,4.3
Cc1cc(=O)c(C(=O)O)cn1Nc1ccc(Cl)cc1,1.03,10.0,-4.5,2.7,17.0,-1.4,-3.5,0.2,11.6
COc1cccc(-c2[nH]nc3c2C(c2ccsc2)C(C#N)=C(N)O3)c1 (stereo not given),0.958,30.4,13.3,1.3,5.3,-0.4,4.2,-0.8,9.9
COC1OC(CO)C(O)C(O)C1O (stereo not given),0.967,-2.5,-1.2,-0.1,11.7,1.2,3.3,-5.3,0.1
O=C(Oc1ccc(Cl)c2ccccc12)N1CCCCC1,1.1,14.6,2.5,-0.8,20.6,1.4,-9.7,-2.8,-6.8
O=C(Nc1cccc([N+](=O)[O-])c1)c1ccc2c(c1)C(=O)N(c1ccccn1)C2=O,0.987,18.2,-7.2,-2.7,15.2,-0.3,1.3,-5.0,16.2
CCCCC1=CC2=CC(=O)C(C)(OC(=O)CC)C(=O)C2=CN1c1ccc(OC)cc1 (stereo not given),0.974,1.2,9.4,-1.9,11.6,-4.5,2.6,-2.7,-4.3
CCc1nnc(NC(=O)CSc2nc(-c3ccccc3)cc(-c3ccc(F)cc3)c2C#N)s1,0.929,6.4,-3.4,1.8,6.7,2.0,7.1,-3.6,8.5
COC(=O)C1=C(O)/C(=C\c2ccc(CNC(=O)C(=O)Nc3ccc(C)cc3)o2)N=C1C,0.901,-8.3,-14.0,11.7,21.3,-3.1,9.9,6.3,10.7
O=C(NCc1nnc(SCC(=O)N2CCCCCC2)o1)c1ccc(F)cc1,0.987,1.2,3.0,2.4,14.3,-1.5,1.3,3.4,-17.3
O=C(CCCNC(=O)c1ccc(Cl)cc1)Nc1ccccc1C(F)(F)F,0.958,8.6,-17.1,-1.4,18.2,-2.8,4.2,-9.8,-1.8
COc1ccc(-c2nc3ccccc3c(=O)n2CCOc2ccccc2C)cc1,1.05,12.8,0.8,2.2,18.5,0.6,-4.9,-4.7,-15.1
CCOC(=O)[C@H]1[C@H]2COc3cc(OC)ccc3[C@@H]2N2C(=O)c3ccc(C)cc3NC(=O)[C@@]12C,1.06,17.8,7.6,-1.0,23.0,-4.0,-6.3,-9.0,9.3
CC(C)(C)C(=O)c1cnc(Nc2ccccc2Cl)s1,0.99,16.4,15.1,-2.5,31.2,-4.5,1.0,-2.8,-27.0
COCCn1ccc2c(OCC(=O)NCc3ccc(C)cc3)cccc2c1=O,0.974,-1.0,3.6,-1.6,10.3,5.9,2.6,-8.3,-4.3
COc1ccc2ccc3c(c2c1)N=C[C@]1(O3)N(C)c2ccccc2C1(C)C,0.965,7.4,14.6,-7.3,7.5,-2.6,3.5,29.3,6.7
CC1CCCCN1CC(O)COCc1ccc(Cl)cc1 (stereo not given),0.985,7.5,-2.1,-5.3,19.1,-0.5,1.5,-7.3,3.6
Cc1ccc(S(=O)(=O)NC(=O)c2ccc(-c3ccc(C)c4ccccc34)o2)cc1,0.927,4.5,12.3,1.9,-9.8,-7.9,7.3,-1.9,14.2
Cc1cccnc1CCNC(=O)C1CCC(=O)N(Cc2cccc(F)c2)C1 (stereo not given),0.993,-15.2,4.0,-0.4,6.1,5.2,0.7,-5.4,-6.6
CCCSc1nc2sc3c(c2c(=O)[nH]1)CC(C)(CC)OC3 (stereo not given),0.941,11.4,-7.3,-5.9,14.4,-5.5,5.9,-13.2,-22.0
NC(=O)C1CCN(C(=S)c2ccc(-c3ccc(Br)cc3)o2)CC1,0.92,0.5,-4.4,-2.6,18.3,-1.1,8.0,16.8,0.0
CCN(CC)CCNC(=O)CS(=O)Cc1nc(-c2ccc(Cl)cc2)oc1C (stereo not given),0.912,5.6,11.6,-3.1,-15.5,3.9,8.8,-12.4,17.9
O=C(C[n+]1ccccc1)Nc1ccccc1,0.957,11.5,11.4,-5.0,3.1,2.3,4.3,-10.0,1.3

# Bioassay records (PubChem)
